High-throughput results as filed in PubChem BioAssay.
M1 ag parental: M1 agonist counterscreen hit in parental CHO-K1 cells. activation, % at 3 µM. 360,000 compounds, 0.48% hits. AID 602248. Fluo-8 calcium fluorescence; scaled to maximal ATP response, vehicle zero; in the data active means activation above about 15%;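 further: untransfected CHO-K1 host cells lacking M1 receptor as counterscreen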
CHRM4 agonist: CHRM4 agonism in calcium assay; activation, % at 3 µM; AID 624127; CHO-K1 hM4/Gqi5, Fluo-8 calcium fluorescence; vehicle 0%, full acetylcholine response 100%; 360,000 compounds, 0.14% hits; P08173;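 active means activation above the run mean over all test wells plus 3 SD, cut at about 32% in these data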;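 further: peak over basal fluorescence ratio per well then scaled between controls; 0% = DMSO wells and 100% = acetylcholine at EC100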
Target sequence (P08173 whole entry, looked up): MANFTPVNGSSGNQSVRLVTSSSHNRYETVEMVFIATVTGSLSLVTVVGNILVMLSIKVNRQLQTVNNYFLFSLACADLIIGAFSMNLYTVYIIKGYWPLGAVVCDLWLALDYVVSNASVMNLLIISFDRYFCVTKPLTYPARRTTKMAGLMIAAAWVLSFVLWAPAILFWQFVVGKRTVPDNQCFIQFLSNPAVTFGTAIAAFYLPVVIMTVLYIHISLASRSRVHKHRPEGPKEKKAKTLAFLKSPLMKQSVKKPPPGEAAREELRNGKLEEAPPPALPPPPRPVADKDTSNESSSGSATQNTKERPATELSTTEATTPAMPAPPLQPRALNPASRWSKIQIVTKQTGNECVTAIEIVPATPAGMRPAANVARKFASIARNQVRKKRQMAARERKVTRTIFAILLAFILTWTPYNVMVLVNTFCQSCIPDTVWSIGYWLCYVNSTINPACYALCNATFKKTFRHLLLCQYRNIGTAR
CHRM1 antagonist: antagonists of human M1 muscarinic receptor. CHO-K1 hM1, Fluo-8 calcium fluorescence, ACh EC80 antagonist. inhibition, % at 3 µM. 360,000 compounds, 1.3% hits. AID 588852. P11229;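 active means percent inhibition above its own plate's cutoff, namely the mean of that plate's compound wells plus 3 SD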;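 further: peak over basal fluorescence ratio during 140 s after agonist addition; 0% = ACh EC80 plus DMSO and 100% = DMSO alone without agonist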
Target sequence (P11229 whole entry, looked up): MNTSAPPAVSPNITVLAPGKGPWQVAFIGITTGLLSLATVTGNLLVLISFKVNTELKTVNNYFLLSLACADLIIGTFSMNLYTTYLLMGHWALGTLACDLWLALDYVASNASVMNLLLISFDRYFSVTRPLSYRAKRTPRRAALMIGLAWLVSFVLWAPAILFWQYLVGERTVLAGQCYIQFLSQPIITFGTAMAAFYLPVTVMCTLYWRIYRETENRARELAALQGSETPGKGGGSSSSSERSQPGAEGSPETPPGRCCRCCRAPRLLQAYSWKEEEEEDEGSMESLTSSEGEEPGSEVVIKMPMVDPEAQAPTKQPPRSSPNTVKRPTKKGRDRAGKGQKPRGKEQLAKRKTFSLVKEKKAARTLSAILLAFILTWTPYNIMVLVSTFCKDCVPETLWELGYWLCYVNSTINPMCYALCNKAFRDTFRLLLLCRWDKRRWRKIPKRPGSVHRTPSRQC
CHRM1 agonist: agonists of human M1 muscarinic receptor | P11229 | CHO-K1 hM1, Fluo-8 calcium fluorescence, agonist mode; 0% DMSO, 100% acetylcholine EC100 | activation, % at 3 µM | 360,000 compounds, 0.33% hits | AID 588814;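 active means activation above the run's mean compound activation plus 3 SD, cut at about 16% in these data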;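 further: peak over basal fluorescence ratio within a 140 s kinetic read after compound addition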
CHRM1 PAM: human CHRM1 positive allosteric modulation | activation, % at 3 µM | 360,000 compounds, 0.088% hits | CHO-K1 hM1, Fluo-8 calcium fluorescence, ACh EC20; 0% = ACh EC20, 100% = maximal ACh; in the data active means activation above about 19%, passing the limit was not always enough
CHO-K1 Ca antag: M1 antagonist counterscreen hit in parental CHO-K1 cells | ATP-induced calcium, Fluo-8 fluorescence | inhibition, % at 3 µM | 360,000 compounds, 0.6% hits;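 active means inhibition above a per-plate cutoff, the plate's mean sample inhibition plus 3 SD, cut at about 24% in these data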;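 further: 0% = DMSO plus EC80 ATP and 100% = DMSO alone without ATP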
CHRM4 antagonist: CHRM4 antagonism in calcium assay; P08173; CHO-hM4 cells, ACh EC80, Fluo-8 calcium fluorescence; inhibition, % at 3 µM; 360,000 compounds, 0.73% hits;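 active means inhibition above its plate's cutoff, the mean inhibition of sample wells plus 3 SD, cut at about 27% in these data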;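 further: 0% = acetylcholine EC80 with DMSO and 100% = DMSO without agonist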
CHO parental Ca: counter-screen: ATP calcium response change in parental CHO cells; parental CHO-K1, ATP-induced calcium, Fluo-8 fluorescence; inhibition, % at 5.6 µM; 330,000 compounds, 0.63% hits;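 active means inhibition above that plate's mean sample inhibition plus 3 SD, cut at about 26% in these data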;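 further: 0% = ATP-challenged DMSO wells and 100% = DMSO wells without ATP; some compounds past the cut are filed as inactive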
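Material: parental CHO cells / Compound: single nominal dose of 5.6 µM per compound / Signal: Fluo-8 fluorescence / Replicates: singlicate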
OXTR potentiator: potentiates the human oxytocin receptor response; CHO-OTR cells, Fluo-8 calcium fluorescence, potentiator mode; 0% = oxytocin EC15, 100% = EC100; activation, % at 3 µM; 320,000 compounds, 0.061% hits;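 active means activation above that plate's cutoff, the mean activation of tested compounds plus 3 SD, cut at about 6.6% in these data, passing the limit was not always enough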;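 further: 100% uses oxytocin at 75 nM as the full agonist control; some results filed as inactive read as strong as hits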
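test system = CHO-OTR cells, human receptor | compound = single-point 3.0 µM | schedule = 6 min compound pre-incubation at room temperature, 100 s kinetic read | signal = Fluo-8 no-wash calcium dye fluorescence, excitation 470-495 nm, emission 515-575 nm | repeats = single well per compound, singlicate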
Numbers without * were called inactive; nt = no result given.

item	smiles	M1 ag parental	CHRM4 agonist	CHRM1 antagonist	CHRM1 agonist	CHRM1 PAM
1	O=C(O)C(Cc1ccccc1)NS(=O)(=O)c1ccc(Cl)cc1 (stereo not given)	1.6	6	-6	-6	11
2	CN(C1CCCCC1)S(=O)(=O)c1ccc(NC(=O)Cn2nc(-c3ccc(F)cc3)ccc2=O)cc1	0.5	1	-13	-2	4
3	Cc1csc2nc(CN3CCN(CC(=O)N(C)C)CC3)cc(=O)n12	0.2	1	-14	-5	2
4	CC(=O)Nc1ccc(S(=O)(=O)N(C)CC(=O)N2CCN(C(=O)c3ccco3)CC2)cc1	0.4	0	-2	-3	4
5	O=C(COC(=O)c1ccco1)c1ccccc1	0.4	0	-10	-4	7
6	Cc1cc(N2CCOCC2)nc2ccc(NC(=S)N3CCCCC3C)cc12 (stereo not given)	0.5	2	-2	-9	-1
7	CC(C)(C)n1nnnc1C(c1cccnc1)N1CCN(c2ccccc2)CC1 (stereo not given)	0.5	1	-10	-2	10
8	Clc1ccc(CSc2nnc([C@@H]3CCCN3)o2)cc1Cl	0.5	1	-13	-7	-3
9	Cc1cccc(N=C2CSC(=O)N2)c1	0.6	0	0	-6	8
10	COC(=O)[C@H]1C[C@@]2(O)CN(S(=O)(=O)c3ccc(C)cc3)C[C@@]2(OC(=O)NCc2ccccc2)C[C@H]1C(=O)OC	0.7	1	-11	-2	7
11	CN(CCC#N)C(=O)COC(=O)c1ccc(Cl)cc1O	0.8	1	-4	-4	10
12	COc1ccc(OC)c(N2CC(O)(c3ccccc3)[N+]3=C2SCCC3)c1 (stereo not given)	0.1	1	-10	-8	3
13	O=C(Nc1ccccc1)N1CCCC1	0.1	1	-6	-1	-1
14	CCOC(=O)C1CCN(Cc2ccc(F)c(Br)c2)CC1	-0.7	-1	16	-7	-11
15	CN1C(=O)/C(=C/c2cccc([N+](=O)[O-])c2)C(=O)N1c1ccccc1	-0.2	0	-6	-1	8

item	CHO-K1 Ca antag	CHRM4 antagonist	CHO parental Ca	OXTR potentiator
1	-8	-9	-3	-12
2	-16	1	-12	-12
3	0	-1	-12	-7
4	-3	7	7	-2
5	-2	10	20	-2
6	-9	-9	-12	-11
7	-11	-10	-8	-8
8	-9	-6	-18	-15
9	-16	9	-4	-2
10	-16	-9	nt	nt
11	3	-3	0	-19
12	-6	1	-3	-16
13	-9	5	-3	0
14	4	9	-16	3
15	1	3	-8	-6

Next section
item	smiles	M1 ag parental	CHRM4 agonist	CHRM1 antagonist	CHRM1 agonist	CHRM1 PAM
16	COc1ccc(C2(C)NC(=O)N(CC(=O)NCC(=O)Nc3ccc(F)c(F)c3F)C2=O)cc1OC (stereo not given)	0.3	1	11	-1	-8
17	CCOC(=O)C(=O)NC12CC3CC(CC(C3)C1)C2	0.9	0	-9	-6	9
18	O=C(COc1coc(CN2CCN(c3ccccc3)CC2)cc1=O)NC1CCCCC1	0.1	1	-2	6	16
19	Cc1ccccc1Oc1cc(NC(=O)CCCn2nc(C)c([N+](=O)[O-])c2C)cc([N+](=O)[O-])c1	5.5	8	6	-4	-6
20	CC1(C(=O)NS(=O)(=O)c2ccc(Br)cc2)CCN1C(=O)CCc1ccccc1 (stereo not given)	0.1	0	-18	-1	8
21	COC(=O)CCN(Cc1ccccc1)S(=O)(=O)c1ccccc1Br	0.0	0	0	-3	4
22	O=C(N/C(=C/c1ccco1)C(=O)N1CCOCC1)c1ccc([N+](=O)[O-])cc1	0.7	2	-6	-2	2
23	CCCN1CNC(=S)N(CC2CCCO2)C1 (stereo not given)	-0.1	1	-14	0	10
24	Cc1c(C(=O)NCCC#N)sc(=O)n1Cc1ccc(F)cc1	1.8	1	-6	-3	7
25	COc1ccccc1NC(=O)c1ccc(NC(=O)COC(=O)C2CCCO2)cc1 (stereo not given)	0.5	3	-2	-1	5
26	CCCOC(=O)CSC1=C(C#N)C(c2ccccc2OC)C(C#N)C(=O)N1 (stereo not given)	-0.3	0	-3	-2	3
27	O=[N+]([O-])c1ccc(C[n+]2cccc3ccc4cccnc4c32)cc1	4.3	1	-6	-14	-2
28	O=Cc1ccccc1-n1cccn1	0.6	2	2	0	2
29	CCN(CC)C(=O)CS(=O)CC(=O)Nc1cc(OCCOC)c(Cl)cc1Cl (stereo not given)	0.4	1	-6	-6	4
30	CCCC(=O)Nc1ccc2c(c1)C(=O)N(CCC(=O)O)C2=O	0.7	2	-3	-3	1

item	CHO-K1 Ca antag	CHRM4 antagonist	CHO parental Ca	OXTR potentiator
16	-2	-6	2	0
17	-10	-9	-5	-9
18	23	-6	-11	2
19	-1	17	12	-9
20	-17	-10	nt	nt
21	-4	0	-25	nt
22	-4	3	nt	nt
23	-11	4	-10	3
24	11	9	nt	nt
25	-10	-1	nt	nt
26	-5	-15	-4	-5
27	4	-1	-13	-12
28	-16	-5	-7	-9
29	-1	-9	-17	-2
30	-3	13	-11	4

Records 25 through 30 of the list above:
item	smiles	M1 ag parental	CHRM4 agonist	CHRM1 antagonist	CHRM1 agonist	CHRM1 PAM
25	COc1ccccc1NC(=O)c1ccc(NC(=O)COC(=O)C2CCCO2)cc1 (stereo not given)	0.5	3	-2	-1	5
26	CCCOC(=O)CSC1=C(C#N)C(c2ccccc2OC)C(C#N)C(=O)N1 (stereo not given)	-0.3	0	-3	-2	3
27	O=[N+]([O-])c1ccc(C[n+]2cccc3ccc4cccnc4c32)cc1	4.3	1	-6	-14	-2
28	O=Cc1ccccc1-n1cccn1	0.6	2	2	0	2
29	CCN(CC)C(=O)CS(=O)CC(=O)Nc1cc(OCCOC)c(Cl)cc1Cl (stereo not given)	0.4	1	-6	-6	4
30	CCCC(=O)Nc1ccc2c(c1)C(=O)N(CCC(=O)O)C2=O	0.7	2	-3	-3	1

item	CHO-K1 Ca antag	CHRM4 antagonist	CHO parental Ca	OXTR potentiator
25	-10	-1	nt	nt
26	-5	-15	-4	-5
27	4	-1	-13	-12
28	-16	-5	-7	-9
29	-1	-9	-17	-2
30	-3	13	-11	4

The list continues:
item	smiles	M1 ag parental	CHRM4 agonist	CHRM1 antagonist	CHRM1 agonist	CHRM1 PAM
31	COc1ccc(NC(=O)COC(=O)CCC(=O)c2cccs2)cc1OC	1.0	4	-4	-1	5
32	COCCC1CCCCN1C(=O)c1cccc(OC2CCN(C3CCCC3)CC2)c1 (stereo not given)	0.3	0	4	-7	-2
33	CCOc1ccc(CN(C)C(=O)c2cccc(S(=O)(=O)N3CCCC3)c2)cc1OC	1.1	2	-7	-3	3
34	COc1cc(OC)cc(C(=O)/C=C2\Sc3ccccc3N2C)c1	0.6	1	-9	-5	6
35	COC(=O)COc1ccc(/C=C2/SC(=O)N(CC(=O)N3CCCC3)C2=O)cc1Br	0.7	2	-1	-2	-2
36	O=C(NNC(=O)c1ccccc1F)C1=NN(c2ccccc2)C(=O)CC1	0.6	2	-15	0	9
37	Cc1ccc(N(C(=O)CNC(=O)c2ccco2)C(C(=O)NC2CCCC2)c2cccnc2)c(C)c1 (stereo not given)	0.8	3	-2	-4	6
38	Cc1cccc(-c2nc(CS(=O)CC(=O)NCc3cccs3)c(C)o2)c1 (stereo not given)	1.0	1	-13	-4	5
39	CCOC(=O)c1ccc(N2C(=O)CC(N3CCN(C(=O)c4ccccc4)CC3)C2=O)cc1 (stereo not given)	0.4	1	-8	-10	5
40	CC1CCN(S(=O)(=O)c2ccc(C(=O)Nc3nnc(-c4ccncc4)o3)cc2)CC1	0.9	0	-8	-8	13
41	C[C@H](CO)N1C[C@H](C)[C@@H](CN(C)C(=O)Nc2ccc3c(c2)OCO3)Oc2c(NC(=O)Nc3ccccc3)cccc2C1=O	3.3	7	17	-2	-6
42	CCOC(=O)C1CCCc2c1[nH]c1ccc(Cl)cc21 (stereo not given)	6.5	25	18	-5	-17
43	Cc1nn(CC(=O)N2CCN(C(=O)c3ccco3)CC2)c(C)c1[N+](=O)[O-]	0.8	0	-18	0	7
44	Cc1cccc(NC(=O)CCC(=O)N/N=C/c2cccnc2)c1	0.2	1	10	-2	2
45	COc1ccc2oc(=O)c(C(C)=O)cc2c1	-0.2	0	-4	-6	4

item	CHO-K1 Ca antag	CHRM4 antagonist	CHO parental Ca	OXTR potentiator
31	-18	-7	-8	0
32	-13	2	-17	5
33	-12	-5	-11	-2
34	-17	-9	-20	-2
35	-6	6	-3	-6
36	-7	-2	-16	-8
37	-6	2	2	-1
38	1	-10	-15	-5
39	2	-1	2	-10
40	-8	-4	-7	-11
41	-10	3	-13	3
42	7	-5	-28	-14
43	-16	-1	-7	4
44	1	9	-4	2
45	-4	0	-1	-1

Later entries:
item	smiles	M1 ag parental	CHRM4 agonist	CHRM1 antagonist	CHRM1 agonist	CHRM1 PAM
46	COc1ccc(S(=O)(=O)NCc2ccccn2)c(C)c1C	0.1	0	-7	-2	2
47	Cc1cc(C)n(-c2ccc(C(=O)OC(C)C(=O)Nc3ccc(C(N)=O)cc3)cc2)n1 (stereo not given)	2.7	7	-14	-2	6
48	COc1ccc(Cl)cc1/C=C/c1ccc2cccc(O)c2n1	0.1	-1	-15	-2	11
49	CC1(C(=O)NCc2cccc(C(F)(F)F)c2)CCN1Cc1cc2ccccc2o1 (stereo not given)	0.0	-2	10	-9	-12
50	Cc1cccc(OCC(=O)Nc2cccc(C(=O)NCC(C)C)c2)c1	7.1	11	6	-3	-4
51	Cc1nn(CCCC(=O)NCCc2ccccc2)c(=O)c2nccn12	0.2	1	-13	-2	4
52	COC(=O)CSc1nc2c(c(=O)n(C)c(=O)n2C)n1CCC(C)C	0.4	1	-14	-4	14
53	c1ccc(-c2cc(-c3nnco3)c3ccccc3n2)nc1	3.6	10	8	-6	-2
54	C=CCSc1nnc(-c2ccccc2NC(=O)CC)c(=O)[nH]1	-0.2	0	8	-1	-10
55	Cc1ccc(NC(=S)N2CCCC2)cc1Cl	0.5	1	4	-3	-2
56	COc1ccc(NS(=O)(=O)c2cccc(Cl)c2)cc1S(=O)(=O)N1CCCCC1	3.6	2	7	-1	3
57	COC(=O)c1ccc(-c2ccco2)n1Cc1nc(-c2ccc(OC)c(OC)c2)oc1C	0.1	-2	-2	-5	-1
58	C=CCNc1nc(C(=O)OCC(=O)c2ccccc2)cs1	1.1	4	-5	3	9
59	CS(=O)(=O)c1ccc2nc(NC(=O)Nc3ccc(Cl)cc3)sc2c1	8.7	11	8	-2	1

item	CHO-K1 Ca antag	CHRM4 antagonist	CHO parental Ca	OXTR potentiator
46	1	-1	-7	10
47	-5	-21	nt	nt
48	-17	-4	-17	-21
49	-11	-5	nt	nt
50	-3	-17	-17	-12
51	-3	-5	-11	-2
52	6	-12	-16	-4
53	-7	3	-4	4
54	10	2	-3	-1
55	7	-1	nt	nt
56	-7	-2	-30	-5
57	-11	6	-13	-13
58	11	-9	-8	-7
59	5	3	-8	-14
